GLP1R inv ag: qHTS of GLP-1 Receptor Inverse Agonists (Inhibition Mode); Potency, µM (doses to about 38.3 µM), for the others: at the highest dose activity change, negative = inhibition, most hits filed as inhibitors; Glucagon-like peptide 1 receptor (Homo sapiens), P43220; HEK293 GLP-1R CRE-luciferase, luminescence, 24 h; GLP-1R form is constitutively active; AID 624417, 2012; 1.6% of 410,000 active; note: potency is the fitted concentration of half-maximal effect; % is set by controls: 0 for no effect and ±100 for the full control effect; nearly all actives have a fitted effect of over 55% in size
Target sequence (P43220 whole entry, looked up): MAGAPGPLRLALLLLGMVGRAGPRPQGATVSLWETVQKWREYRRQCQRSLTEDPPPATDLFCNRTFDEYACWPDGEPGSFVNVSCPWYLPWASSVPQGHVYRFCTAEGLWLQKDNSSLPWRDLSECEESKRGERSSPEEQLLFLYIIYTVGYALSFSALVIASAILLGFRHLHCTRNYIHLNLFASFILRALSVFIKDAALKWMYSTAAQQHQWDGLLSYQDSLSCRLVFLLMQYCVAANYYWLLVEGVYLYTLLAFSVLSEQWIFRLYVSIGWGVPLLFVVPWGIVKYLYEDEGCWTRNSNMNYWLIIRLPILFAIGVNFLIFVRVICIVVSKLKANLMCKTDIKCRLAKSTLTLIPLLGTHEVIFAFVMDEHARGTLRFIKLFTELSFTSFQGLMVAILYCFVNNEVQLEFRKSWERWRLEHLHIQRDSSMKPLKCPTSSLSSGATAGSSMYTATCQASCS
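qHTS in 1536-well format: reporter HEK293 cells expressing constitutive GLP-1R activity in DMEM + 10% Nu serum, 24 hr with compounds at 37 deg C, luminescence read after 12 min with detection reagent.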
PLK1 PBD block: qHTS for Inhibitors of PLK1-PDB (polo-like kinase 1 - polo-box domain): Primary Screen; Plk1 PBD binding of FITC phosphopeptide, fluorescence polarization; 2.8% of 360,000 active; Serine/threonine-protein kinase PLK1 (Homo sapiens), P53350; Potency, µM, without a hit: max response, negative = inhibition, actives largely listed as inhibitors; note: potency is the fitted concentration of half-maximal effect; series mostly up to about 57 µM; % is set by controls: 0 for no effect and ±100 for the full control effect; nearly all actives have a fitted effect of over 65% in size
Target sequence (P53350 whole entry, looked up, the tested form may be a part): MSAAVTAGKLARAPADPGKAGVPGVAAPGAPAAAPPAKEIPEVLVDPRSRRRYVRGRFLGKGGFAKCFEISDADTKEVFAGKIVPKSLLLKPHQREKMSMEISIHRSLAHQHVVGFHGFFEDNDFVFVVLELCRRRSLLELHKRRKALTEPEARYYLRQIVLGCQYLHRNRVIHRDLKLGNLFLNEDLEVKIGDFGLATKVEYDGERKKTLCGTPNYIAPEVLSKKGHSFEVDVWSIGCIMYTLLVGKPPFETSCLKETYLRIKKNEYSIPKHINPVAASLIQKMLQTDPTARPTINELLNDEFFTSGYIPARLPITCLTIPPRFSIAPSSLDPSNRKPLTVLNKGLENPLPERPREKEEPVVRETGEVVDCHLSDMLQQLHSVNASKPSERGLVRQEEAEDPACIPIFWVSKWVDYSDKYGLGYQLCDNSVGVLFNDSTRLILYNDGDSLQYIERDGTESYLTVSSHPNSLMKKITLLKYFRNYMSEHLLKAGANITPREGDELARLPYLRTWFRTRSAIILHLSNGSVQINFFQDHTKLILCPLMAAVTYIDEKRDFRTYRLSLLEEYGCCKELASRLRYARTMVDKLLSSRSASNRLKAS
EPAC1 antag: qHTS for Antagonist of cAMP-regulated guanine nucleotide exchange factor 3 (EPAC1): primary screen; AID 720709, 2013; EPAC1 GEF assay, Rap1b-BODIPY-GDP exchange fluorescence; Potency, µM (series often up to 115 µM), inactives show top-dose activity change, negative = inhibition, most hits filed as inhibitors; 0.14% of 360,000 active;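 note: potency is the fitted concentration of half-maximal effect; plate controls were vehicle for no effect and positive control for full effect; nearly all actives have a fitted effect of over 50% in size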
PTHR1 agonist: qHTS for PTHR1 Agonists: Primary Screen; Potency, µM (titrated, usually from 115 µM), for the others: top-dose activation, actives largely listed as activators; Parathyroid hormone/parathyroid hormone-related peptide receptor (Homo sapiens), Q03431; HEK293 GP2 PTHR1 cells, GloSensor cAMP luminescence, 1 h; AID 743266, 2014; 0.075% of 410,000 active; note: potency is the fitted concentration of half-maximal effect; nearly all actives have a fitted effect of over 55% in size; some results filed as inactive show a strong effect at the top dose; inactives centre near -15; many of its hits are not listed in these tables
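HEK-293-derived GP2 cells expressing PTHR1 and a GloSensor cAMP reporter, 3,000/well, plated overnight, given luciferin plus IBMX (each 0.5 mM as added) for 1 h at 37 °C, then compound for 1 h at 37 °C. Luminescence was read after 15 min at room temperature.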
PI5P4Ka inh: qHTS for Inhibitors of phosphatidylinositol 5-phosphate 4-kinase (PI5P4K) | Phosphatidylinositol 5-phosphate 4-kinase type-2 alpha (Homo sapiens), P48426 | PI5P4Kalpha enzyme, ADP-Glo luminescence, 60 min; hits give low values | max response, % | 1.2% of 330,000 active | AID 652105, 2013; active = max response of -50% or lower; inconclusive = between -30% and -50%; inactive = -30% or higher; note: value at the top dose of about 77 µM; % is set by controls: 0 for no effect and ±100 for the full control effect
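ADP-Glo luminescence end-point read after a 60 min room-temperature kinase reaction of PI5P4Kalpha plus substrate, initiated with ATP at 5 microM final. Buffer: 0.038 M HEPES pH 7.4, EGTA, 0.1% CHAPS, 5% DMSO.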
IL-2 act: qHTS of IL-2 Activators; AID 652025, 2013; 0.065% of 360,000 active; IL-2 activation reporter assay, cell-based qHTS; stimulated with anti-CD3/CD4/CD28 beads; in transgenic mouse T cells; activation, % (series mostly up to about 46 µM); in the data active = activation above about 50%; inconclusive = mostly about 30% to 49%; note: 0% is about no effect
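Unstimulated transgenic mouse T cells preincubated 60 min with compound, then stimulated with anti-CD3/anti-CD4-coated beads plus anti-CD28 for 18 h at 37 degrees C. IL-2 response read as EGFP and DsRed fluorescence by plate cytometry.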
HEK293 tox: qHTS of GLP-1 Receptor Inverse Agonists: Cytotox Screen. HEK293 cAMP-luciferase reporter cells, luminescence, 24 h. Potency, µM (doses to about 38.3 µM), without a hit: top-dose activity change, negative = inhibition, hits mostly inhibitors. 0.13% of 410,000 active. AID 624418, 2012;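 note: loss of luciferase light is scored as toxicity; potency is the fitted concentration of half-maximal effect; % is set by controls: 0 for no effect and ±100 for the full control effect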
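To flag toxic compounds, the library was rerun on cells for 24 hr at 37 deg C and 5% CO2. Viability-linked luminescence was captured 12 min after adding luciferase detection reagent.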
EPAC1 agonist: qHTS for Agonist of cAMP-regulated guanine nucleotide exchange factor 3 (EPAC1): primary screen | Rap guanine nucleotide exchange factor 3 (Homo sapiens), O95398 | EPAC1 agonist qHTS, biochemical assay; response scale: 100% = response to 6.5 mM cAMP | Potency, µM (titrated, usually from 154 µM), for the others: top-dose activation, hits mostly activators | 0.073% of 360,000 active | AID 720707, 2013; note: potency is the fitted concentration of half-maximal effect; nearly all actives have a fitted effect of over 60% in size
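Nucleotide exchange assay: 100 nM EPAC1 with 250 nM Rap1B loaded with BODIPY-GDP and 50 uM GDP, room temperature. Fluorescence (480/540 nm) read every 5 min for 30 min; signal change normalized to 6.5 mM cAMP as full agonist.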
GLP-1R agonist: qHTS of GLP-1 Receptor Agonists; Glucagon-like peptide 1 receptor (Homo sapiens), P43220; HEK293 GLP-1R CRE-luciferase, luminescence, 4-6 h; cells express a hypersensitive GLP-1R form; Potency, µM (series often up to 45.6 µM), for the others: top-dose activation, actives largely listed as activators; 0.007% of 380,000 active; note: potency is the fitted concentration of half-maximal effect; % of control where 0% means no effect
The depositor's hits bear a star; i = inactive; ? = inconclusive; nt = no result given; [ ] = another dose, or the depositor's remark. Unless noted, calls come from the whole dose curve; as a rule, active = well fitted curve in the direction sought with a large enough effect; inconclusive = small, poorly fitted or top-dose-only effect, or another doubt; inactive = no such curve, though single readings can be large; an effect the other way counts as inactive or inconclusive.

| cpd | Molecule | GLP1R inv ag | PLK1 PBD block | EPAC1 antag | PTHR1 agonist | PI5P4Ka inh | IL-2 act | HEK293 tox | EPAC1 agonist | GLP-1R agonist |
| --- | --- | --- | --- | --- | --- | --- | --- | --- | --- | --- |
| 1 | CC(=O)N1CC(C)Sc2ccc(S(=O)(=O)NCc3ccc(F)cc3)cc21 (stereo not drawn) | -12% | -11% | -5% | -33%[inhibitor] | 0 | -0.6 | 1% | 7% | 13% |
| 2 | CCCC(=O)Nc1nc2c(C)c(Cl)ccc2s1 | 6% | 0% | 7% | -72% | 3 | 0.4 | 5% | -10% | -2% |
| 3 | O=C(N/N=C/c1ccncc1)c1cccc(NC(=O)c2ccc(Cl)cc2)c1 | 4% | -6% | -15% | -7% | -5 | 0.8 | 2% | 11% | 4% |
| 4 | COCCCNC(=O)c1ccccc1SC | 0% | 0% | 16% | i | nt | 0.0 | -18% | 4% | -5% |
| 5 | Cc1csc(=O)n1CCC(=O)OCc1nnc(-c2ccc([N+](=O)[O-])cc2)o1 | 9% | -18% | 0% | 25% | 2 | 0.1 | 12% | 0% | -3% |
| 6 | CC(C)OCCCNC(=O)CN1C(=O)COc2ccc(S(=O)(=O)N3CCOCC3)cc21 | -10% | nt | nt | -21% | nt | nt | 5% | nt | 0% |
| 7 | COC(=O)[C@@H](NC(=O)Nc1ccc(OC)cc1)C(C)C | 7% | -9% | -2% | i | nt | -0.8 | 4% | 3% | -4% |
| 8 | CC1=C(C(=O)OC2CCCCC2)C(c2ccc(C)o2)C2=C(CCCC2=O)N1 (stereo not drawn) | ? | -1% | -12% | -29%[57.5 µM] | -4 | -0.2 | 2% | -3% | 3% |
| 9 | Cc1cc[n+](CC(=O)c2cc3ccccc3oc2=O)cc1 | 9% | -23% | -20% | -4% | -8 | -0.9 | 1% | 5% | -7% |
| 10 | O=S1(=O)CCOC[C@H](Cc2ccccc2)N1Cc1ccc(F)cc1 | -16% | -10% | -6% | -20% | 4 | -0.2 | 7% | -5% | 0% |
| 11 | Cc1ccc2c(c1)-c1c(ssc1=S)C(C)(C)N2C(=O)CSC1=NCCS1 | 0% | -2% | -2% | i | nt | -1.1 | -1% | 13% | 2% |
| 12 | Cc1cc2ccccc2c(=O)n1CC(=O)NCC(=O)N1CCN(c2ccccc2F)CC1 | -4% | -3% | 9% | i | nt | -2.0 | 3% | -1% | 1% |
| 13 | CCc1nnc(NS(=O)(=O)c2ccc(NC(=O)C(c3ccccc3)c3ccccc3)cc2)s1 | -21% | -20% | -29% | -7% | -13 | -0.7 | -7% | 1% | 6% |
| 14 | Cc1cc(C)c2nc(-c3ccccn3)cc(C(=O)NCc3ccc(S(N)(=O)=O)cc3)c2c1 | -22%[7.66 µM] | -2% | -19% | i | -7 | -0.7 | -2%[7.66 µM] | -10% | 8% |
| 15 | COc1ccc(N=C2C(=O)N3c4c(cccc42)C(C)=CC3(C)C)cc1 | -11% | -17% | -4% | -23% | -12 | -3.0 | -22% | 3% | 1% |
| 16 | COc1ccc(C(=O)N2CCCN(C)CC2)cc1S(=O)(=O)N(C)Cc1ccccc1 | -15% | -1% | 17% | i | 0 | 0.1 | -9% | 1% | 10% |
| 17 | COC(=O)C1=C(C)NC(C)=C(C(=O)OC)C1C(=O)OCC(=O)NC1CCCCC1C (stereo not drawn) | 13% | 0% | 6% | -8% | -10 | -2.7 | -14% | -3% | -4% |
| 18 | CC(C)(C)C(=O)NC1(C(F)(F)F)NC(=O)N(c2ccccc2F)C1=O (stereo not drawn) | 2% | 3% | 3% | i | -7 | 0.2 | 17% | -2% | -1% |
| 19 | CC(NC(=O)c1ccco1)C(=O)OCc1cccc(Cl)c1 (stereo not drawn) | 3% | -10% | 1% | -33%[inhibitor] | nt | -3.3 | 4% | 8% | -4% |
| 20 | COc1ccc(N2C(=O)CC(N(C)CCc3ccc(OC)c(OC)c3)C2=O)cc1 (stereo not drawn) | 6% | -4% | -9% | i | 4 | -0.4 | 5% | -5% | 11% |
| 21 | Cc1cc(C(N)=O)c2ccccc2n1 | -8% | -2% | 6% | -9%[57.5 µM] | nt | -2.7 | -10% | 2% | -2% |
| 22 | Cc1cc(NC(=O)C(C)SCC(=O)OCC(=O)N(C)c2ccccc2)no1 (stereo not drawn) | -7% | -10% | -8% | i | 2 | 0.4 | -8% | 10% | -5% |
| 23 | Cc1ccc(C)c(C(=O)COC(=O)c2cccc(N3C(=O)c4c(C)nc5ccccc5c4C3=O)c2)c1 | -29% | -7% | 3% | -23% | -8 | 1.0 | -4%[1.53 µM] | 3% | -3% |
| 24 | CCc1cc2cc3c(cc2nc1SCC(=O)Nc1c[nH]c(=O)[nH]c1=O)OCO3 | 14% | -6% | -18% | -3% | 1 | 1.0 | -12% | 6% | 8% |
| 25 | CCOc1ccc(N=Cc2ccc3ccccc3c2)cc1 | 23% | -4% | -11% | -20% | -2 | 0.3 | -3% | 0% | -7% |
| 26 | O=C(CCn1cccc1)NCc1ccc(Cl)cc1 | -5% | 3% | 2% | i | -3 | 0.1 | 5% | -6% | 1% |
| 27 | CCCNC1=CC(=O)CC(C)(C)C1 | 14% | 0% | -28% | -33%[inhibitor] | 1 | -2.2 | 3% | 6% | 1% |
| 28 | O=S(=O)(c1ccccc1)c1ccc(C(F)(F)F)cn1 | 1% | 7% | 2% | i | 6 | -2.4 | -12% | 1% | 0% |
| 29 | Nc1cc(=O)[nH]c(=O)n1CCCc1ccccc1 | 22% | 9% | -15% | -1% | -17 | -2.6 | -5% | 0% | -3% |
| 30 | CCn1c(SCC(=O)N2CCCC(C)C2)nnc1-c1ccco1 (stereo not drawn) | -3% | -8% | 9% | i | 7 | -1.2 | 1% | 8% | 6% |
| 31 | O=C(Cc1ccc(S(=O)(=O)N2CCOCC2)s1)N1CCN(S(=O)(=O)c2cccc(Cl)c2)CC1 | ? | -7% | -15% | -27% | 0 | 1.1 | -3% | -10% | -1% |
| 32 | Cc1ccc(Cn2ccc(NC(=O)c3cc4nc(-c5ccco5)cc(C(F)(F)F)n4n3)n2)cc1 | -3% | -14% | 4% | i | -8 | 5.5 | -16% | 0% | 3% |
| 33 | O=C(NCc1ccccc1)N(Cc1cc2cc3c(cc2[nH]c1=O)OCCO3)CC1CCCO1 (stereo not drawn) | 0% | -6% | 4% | i | -9 | 0.0 | -26% | 2% | 0% |
| 34 | COc1cc2c(cc1OC)C(COc1ccc(C(C)C)cc1)N(C(=O)c1ccc(S(=O)(=O)N3CCCC3)cc1)CC2 (stereo not drawn) | -4% | nt | nt | i | nt | nt | 5% | nt | -4% |
| 35 | O=C(NC1CCCCC1)C1c2ccccc2OCC(=O)N1CCc1c[nH]c2ccccc12 (stereo not drawn) | -9% | -9% | -21% | ? | -6 | 0.3 | -13% | -4% | -2% |
| 36 | CCOc1ccc(/C=C/C(=O)OCC(=O)c2ccccc2OC)cc1OC | 51%[activator] | -3% | -14% | i | -2 | 1.4 | 0% | -6% | 1% |
| 37 | CCCCC[C@H](C)N1C[C@H](COCc2ccccc2)Oc2cc(N3CC[C@H](O)C3)ccc2S1(=O)=O | ? | -5% | -27% | -56%[inhibitor] | 22 | 4.1 | -2% | -11% | 0% |
| 38 | O=C(CN1CCOCC1)c1c[nH]c2ccccc12 | 3% | -3% | 5% | i | -7 | 1.2 | 1% | 0% | -9% |
| 39 | CC(C)(C)SCCNC(=O)CN(c1ccc(F)cc1)S(=O)(=O)c1ccccc1 | ? | 6% | 8% | i | 3 | -0.4 | 2% | 0% | 16% |
| 40 | Cc1c(C)n(Cc2ccccc2)c2ncnc(N)c12 | 6% | 2% | 18% | -29% | nt | -1.2 | -11% | -5% | 4% |
| 41 | O=C(Nc1cccnc1)c1ccc2snnc2c1 | 31%[activator] | -14% | -13% | 7%[57.5 µM] | 6 | 0.1 | 0% | 0% | 0% |

Eight entries from above, with one line to a screen.
21: Cc1cc(C(N)=O)c2ccccc2n1
22: Cc1cc(NC(=O)C(C)SCC(=O)OCC(=O)N(C)c2ccccc2)no1 (stereo not drawn)
23: Cc1ccc(C)c(C(=O)COC(=O)c2cccc(N3C(=O)c4c(C)nc5ccccc5c4C3=O)c2)c1
24: CCc1cc2cc3c(cc2nc1SCC(=O)Nc1c[nH]c(=O)[nH]c1=O)OCO3
25: CCOc1ccc(N=Cc2ccc3ccccc3c2)cc1
26: O=C(CCn1cccc1)NCc1ccc(Cl)cc1
27: CCCNC1=CC(=O)CC(C)(C)C1
28: O=S(=O)(c1ccccc1)c1ccc(C(F)(F)F)cn1

| compound no. | 21 | 22 | 23 | 24 | 25 | 26 | 27 | 28 |
| --- | --- | --- | --- | --- | --- | --- | --- | --- |
| GLP1R inv ag | -8% | -7% | -29% | 14% | 23% | -5% | 14% | 1% |
| PLK1 PBD block | -2% | -10% | -7% | -6% | -4% | 3% | 0% | 7% |
| EPAC1 antag | 6% | -8% | 3% | -18% | -11% | 2% | -28% | 2% |
| PTHR1 agonist | -9%[57.5 µM] | i | -23% | -3% | -20% | i | -33%[inhibitor] | i |
| PI5P4Ka inh | nt | 2 | -8 | 1 | -2 | -3 | 1 | 6 |
| IL-2 act | -2.7 | 0.4 | 1.0 | 1.0 | 0.3 | 0.1 | -2.2 | -2.4 |
| HEK293 tox | -10% | -8% | -4%[1.53 µM] | -12% | -3% | 5% | 3% | -12% |
| EPAC1 agonist | 2% | 10% | 3% | 6% | 0% | -6% | 6% | 1% |
| GLP-1R agonist | -2% | -5% | -3% | 8% | -7% | 1% | 1% | 0% |

The list is partial (hit frequency here may not be typical).
